# inhibitors of VEEV: inhibitors of VEEV TC-83 cytopathic effect, confirmation, Vero cells (AID 588727); Vero cells, VEEV TC-83 cytopathic effect inhibition; higher % means a stronger effect; inhibition, % at 20 µM; hits with a dose series show IC50 in µM; actives 0.13% (n = 350,000); in the data active means a potency from the dose series; inconclusive means inhibition mostly from about 14% at the one dose, without a potency; inactive means the rest, 99 in 100 with inhibition below about 12%; further: strong numbers were not always called active
# PhoP GFP inhibition: PhoP regulon inhibitors, Salmonella typhi PhoP promoter GFP reporter, confirmatory (AID 1850) | inhibition, % at 50 µM, or IC50 in µM where a hit was titrated | actives 0.33% (n = 310,000) | Salmonella Typhi PhoP-promoter GFP reporter, fluorescence, 4 h; higher % means a stronger effect; in the data active means a potency from the dose series; inconclusive means inhibition mostly from about 25% at the one dose, without a potency; inactive means the rest, 99 in 100 with inhibition below about 19%;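 further: 0% = induced wells with vehicle and 100% = uninduced wells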
# M. tuberculosis HTS: M. tuberculosis growth inhibition, HTS (AID 449762); actives 0.59% (n = 330,000); M. tuberculosis H37Rv growth inhibition, 7H9 media; higher % means a stronger effect; inhibition, % at 25 µM, or IC50 in µM where a hit was titrated; in the data active means a potency from the dose series; inconclusive means inhibition above about 70% without an active follow-up result;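 further: bacterial growth assessed after seven days of incubation; strong numbers were not always called active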
# H1N1 NS1A inhibition: NS1A inhibition, H1N1 influenza, cell based functional assay (AID 504329); NS1A functional cell-based assay, percent inhibition; higher % means a stronger effect; inhibition, % at 12.5 µM; hits with a dose series show IC50 in µM; actives 0.3% (n = 340,000); in the data active means a potency from the dose series; inconclusive means inhibition above about 27% without an active follow-up result; further: strong numbers were not always called active
# tuberculosis growth: growth inhibition of non-replicating M. tuberculosis (AID 488890). Mycobacterium tuberculosis non-replicating, growth inhibition; higher % means a stronger effect. inhibition, % at 25 µM, or IC50 in µM where a hit was titrated. actives 0.39% (n = 320,000); in the data active means a potency from the dose series; inconclusive means inhibition mostly from about 82% at the one dose, without a potency; inactive means the rest, 99 in 100 with inhibition below about 76%;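 further: plate controls were DMSO cells for no effect and high antibiotic wells for full effect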
# * hit, by the source's call; i = inactive; ? = inconclusive; · = no result given.
# The opening 14 entries, ahead of the listing:
(1) CC1(c2ccccc2)NC(=O)N(CC(=O)Nc2ccc(S(=O)(=O)Nc3ncccn3)cc2)C1=O (centres undefined)
(2) N#Cc1c(-c2ccc(F)cc2)cc(-c2ccccc2)nc1SCC(=O)NCC(=O)O
(3) Cc1cc(Cl)c2oc(C(=O)N(CCO)Cc3ccccc3)c(C)c2c1
(4) CCOC(=O)Cn1nnc(-c2ccc([N+](=O)[O-])cc2)n1
(5) CCCCC1CCC(C(=O)NCc2ccc3c(c2)OCO3)CC1 (centres undefined)
(6) CC(C)Oc1ccc(C2CC(=O)N(c3cccc(/C=C/C(=O)O)c3)C2=O)cc1 (centres undefined)
(7) CC1Cc2ccccc2N1CC(=O)N(C)c1c(N)n(Cc2ccccc2)c(=O)[nH]c1=O (centres undefined)
(8) N#Cc1cnn(-c2ccccc2)c1NC(=O)CN1CCOCC1
(9) CN(Cc1nccs1)C(=O)C1CCC(=O)N(CCCc2ccccc2)C1 (centres undefined)
(10) COc1cccc(CNC(=O)Nc2cccs2)c1
Compound	1	2	3	4	5	6	7	8	9	10
PhoP GFP inhibition	2%	0%	-4%	-1%	-4%	4%	·	5%	·	15%
H1N1 NS1A inhibition	-3%	19%	-19%	-5%	6%	-20%	3%	·	2%	5%
M. tuberculosis HTS	-8%	-2%	3%	4%	6%	4%	3%	-17%	·	-3%
tuberculosis growth	15%	22%	28%	42%	-2%	-18%	39%	-10%	·	14%
inhibitors of VEEV	0.5%	8.6%	4.7%	0.6%	0.1%	1.2%	9.8%	i	0.3%	0.9%

(11) Cc1ccc(OCCOC(=O)c2nc3nccc(C)n3n2)cc1
(12) Cc1cccc(C(=O)NCCN2CCN(c3ccccc3)CC2)c1
(13) Cc1ccccc1N1CCN(C2CCCN(C(=O)c3csc(C(C)C)n3)C2)CC1 (centres undefined)
(14) Cc1c(CCC(=O)NCCCn2ccnc2)c(=O)oc2c(C)c3oc4c(c3cc12)CCCC4
Compound	11	12	13	14
PhoP GFP inhibition	-10%	3%	0%	2%
H1N1 NS1A inhibition	-2%	-1%	-9%	-10%
M. tuberculosis HTS	-4%	-3%	-4%	?
tuberculosis growth	0%	3%	30%	70%
inhibitors of VEEV	1.1%	0.5%	8.3%	3.0%

# Results (from the top)
(1) CC1(c2ccccc2)NC(=O)N(CC(=O)Nc2ccc(S(=O)(=O)Nc3ncccn3)cc2)C1=O (centres undefined)
(2) N#Cc1c(-c2ccc(F)cc2)cc(-c2ccccc2)nc1SCC(=O)NCC(=O)O
(3) Cc1cc(Cl)c2oc(C(=O)N(CCO)Cc3ccccc3)c(C)c2c1
(4) CCOC(=O)Cn1nnc(-c2ccc([N+](=O)[O-])cc2)n1
(5) CCCCC1CCC(C(=O)NCc2ccc3c(c2)OCO3)CC1 (centres undefined)
(6) CC(C)Oc1ccc(C2CC(=O)N(c3cccc(/C=C/C(=O)O)c3)C2=O)cc1 (centres undefined)
(7) CC1Cc2ccccc2N1CC(=O)N(C)c1c(N)n(Cc2ccccc2)c(=O)[nH]c1=O (centres undefined)
(8) N#Cc1cnn(-c2ccccc2)c1NC(=O)CN1CCOCC1
Compound	1	2	3	4	5	6	7	8
PhoP GFP inhibition	2%	0%	-4%	-1%	-4%	4%	·	5%
H1N1 NS1A inhibition	-3%	19%	-19%	-5%	6%	-20%	3%	·
M. tuberculosis HTS	-8%	-2%	3%	4%	6%	4%	3%	-17%
tuberculosis growth	15%	22%	28%	42%	-2%	-18%	39%	-10%
inhibitors of VEEV	0.5%	8.6%	4.7%	0.6%	0.1%	1.2%	9.8%	i

(9) CN(Cc1nccs1)C(=O)C1CCC(=O)N(CCCc2ccccc2)C1 (centres undefined)
(10) COc1cccc(CNC(=O)Nc2cccs2)c1
(11) Cc1ccc(OCCOC(=O)c2nc3nccc(C)n3n2)cc1
(12) Cc1cccc(C(=O)NCCN2CCN(c3ccccc3)CC2)c1
(13) Cc1ccccc1N1CCN(C2CCCN(C(=O)c3csc(C(C)C)n3)C2)CC1 (centres undefined)
(14) Cc1c(CCC(=O)NCCCn2ccnc2)c(=O)oc2c(C)c3oc4c(c3cc12)CCCC4
(15) COc1ccc(NS(=O)(=O)c2cccc(C(=O)OCC(=O)NC3CC3)c2)cc1
(16) O=C(Oc1ccccc1)n1c(=S)oc2ccccc21
Compound	9	10	11	12	13	14	15	16
PhoP GFP inhibition	·	15%	-10%	3%	0%	2%	-5%	-8%
H1N1 NS1A inhibition	2%	5%	-2%	-1%	-9%	-10%	-4%	-9%
M. tuberculosis HTS	·	-3%	-4%	-3%	-4%	?	0%	-9%
tuberculosis growth	·	14%	0%	3%	30%	70%	-8%	4%
inhibitors of VEEV	0.3%	0.9%	1.1%	0.5%	8.3%	3.0%	0.4%	0.6%

# Quoted at random: two entries already listed
(13) Cc1ccccc1N1CCN(C2CCCN(C(=O)c3csc(C(C)C)n3)C2)CC1 (centres undefined)
(1) CC1(c2ccccc2)NC(=O)N(CC(=O)Nc2ccc(S(=O)(=O)Nc3ncccn3)cc2)C1=O (centres undefined)
Compound	13	1
PhoP GFP inhibition	0%	2%
H1N1 NS1A inhibition	-9%	-3%
M. tuberculosis HTS	-4%	-8%
tuberculosis growth	30%	15%
inhibitors of VEEV	8.3%	0.5%

# Next structures
(17) NC(=O)c1oc2ccccc2c1NC(=O)C1CCCCC1
(18) CCN(Cc1ccncc1)C(=O)c1ccc(C)c(S(=O)(=O)N2CCCCC2)c1
(19) Cc1ccc(NC(=O)CSc2ncn[nH]2)cc1
(20) O=C(NCc1ccccc1)c1ccc(N2CCC3(CC2)CC(c2ccc(Cl)cc2)=NO3)c([N+](=O)[O-])c1
(21) CCN1C(=O)C(CC(=O)Nc2cc(C)ccc2C)SC1=Nc1ccc(S(N)(=O)=O)cc1 (centres undefined)
(22) COC(=O)CNC(=O)c1c(-c2c(Cl)cccc2Cl)noc1C
(23) CN1CC(Br)C(=O)NC1=O (centres undefined)
(24) O=C(C1COc2ccccc2O1)N1CCN(c2ccccc2)CC1 (centres undefined)
Compound	17	18	19	20	21	22	23	24
PhoP GFP inhibition	·	·	4%	-1%	-6%	6%	·	-5%
H1N1 NS1A inhibition	10%	2%	1%	-6%	-4%	-14%	-11%	21%
M. tuberculosis HTS	-1%	-7%	-1%	11%	·	-3%	·	4%
tuberculosis growth	·	-1%	-22%	31%	·	-1%	·	8%
inhibitors of VEEV	6.0%	i	0.1%	2.5%	2.8%	i	0.3%	i

(25) CN(CC(=O)Nc1cccc(F)c1)C(=O)c1cc(-c2ccco2)nc2ccccc12
(26) O=c1c2cc(F)ccc2sn1-c1ccccc1
(27) CCn1c(=O)c(C(=O)CN2CCN(Cc3ccc4c(c3)OCO4)CC2)c(N)n(Cc2ccccc2)c1=O
(28) CN(CCO)c1c2c(nc3cc(-c4cccc(F)c4)nn13)CCCC2
(29) COCCCNc1nc(-c2ccncc2)nc2ccccc12
(30) CC1SCC(=O)N(CC(=O)Nc2ccc3c(c2)OCCO3)C1=O (centres undefined)
(31) COc1cc(C(=O)O/N=C2\C=CC(=O)C=C2C)cc(OC)c1OC
(32) O=C(CCn1c2c(c3ccccc31)CCCC2)NNC(=O)c1ccccc1[N+](=O)[O-]
Compound	25	26	27	28	29	30	31	32
PhoP GFP inhibition	-4%	·	-3%	-3%	-2%	2%	-3%	-7%
H1N1 NS1A inhibition	7%	5%	3%	-6%	1%	-3%	15%	3%
M. tuberculosis HTS	2%	?	2%	-8%	-3%	-4%	2%	5%
tuberculosis growth	-2%	·	16%	6%	5%	-1%	45%	-33%
inhibitors of VEEV	0.5%	?	1.6%	8.3%	6.9%	0.1%	i	1.9%

(33) O=C(c1cccc(C(F)(F)F)c1)N1CCC2(CC1)NCCc1[nH]cnc12
(34) OC1CN=C2C=CC=CN2C1 (centres undefined)
(35) O=C(CSc1ccc(-c2ccco2)nn1)N1CCCCC1
(36) C/C(CC(=O)Nc1ccc(F)cc1F)=N\NC(=O)C(=O)N1CCCCC1
(37) CC1CCCN(c2ccc(C(=O)NCc3ccc4c(c3)OCO4)cc2[N+](=O)[O-])C1 (centres undefined)
(38) CCc1ccc(CN(C)CC(=O)Nc2ccc(S(=O)(=O)N3CCOCC3)cc2)cc1
(39) O=C(Nc1nnc(SCc2ccccc2)s1)c1cccc([N+](=O)[O-])c1
(40) CCCC[N+]1(C)C2CC(OC(=O)C(CO)c3ccccc3)CC1C1OC12 (centres undefined)
Compound	33	34	35	36	37	38	39	40
PhoP GFP inhibition	5%	2%	7%	4%	-5%	·	-5%	10%
H1N1 NS1A inhibition	-3%	4%	3%	·	0%	-15%	7%	-1%
M. tuberculosis HTS	2%	0%	-2%	-8%	1%	2%	1%	-5%
tuberculosis growth	-3%	11%	12%	-3%	23%	29%	74%	-8%
inhibitors of VEEV	0.8%	0.4%	i	·	0.8%	3.9%	0.4%	0.5%

(41) CCOc1ccc(S(=O)(=O)Nc2ccc3c(c2)n(C)c(=O)n3C)cc1
(42) CC(C)(C)c1o[nH]c(=O)c1CC(N)C(=O)O (centres undefined)
(43) Fc1cccc(Cl)c1/C=N/Nc1c(Cl)cncc1Cl
(44) CN(Cc1cn[nH]c1-c1ccc(-c2ccccc2)cc1)CC1CCOCC1
Compound	41	42	43	44
PhoP GFP inhibition	8%	-2%	13%	-9%
H1N1 NS1A inhibition	5%	3%	-7%	-8%
M. tuberculosis HTS	-8%	-2%	5%	1%
tuberculosis growth	0%	-2%	-1%	8%
inhibitors of VEEV	i	0.9%	1.4%	9.4%
